# Source: PubChem (several laboratories)
# Rad51 HR inh: blocks human Rad51 in homologous recombination | Q06609 | hRad51 DNA strand exchange, fluorescence dequenching | inhibition, % at 10 µM | hit rate 0.085% among 200,000 | AID 1385;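 active = inhibition above 40% at the single screening dose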;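 note: 0% = DMSO control wells and 100% = blanks with heterologous ssDNA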
# Target sequence (Q06609 whole entry, looked up): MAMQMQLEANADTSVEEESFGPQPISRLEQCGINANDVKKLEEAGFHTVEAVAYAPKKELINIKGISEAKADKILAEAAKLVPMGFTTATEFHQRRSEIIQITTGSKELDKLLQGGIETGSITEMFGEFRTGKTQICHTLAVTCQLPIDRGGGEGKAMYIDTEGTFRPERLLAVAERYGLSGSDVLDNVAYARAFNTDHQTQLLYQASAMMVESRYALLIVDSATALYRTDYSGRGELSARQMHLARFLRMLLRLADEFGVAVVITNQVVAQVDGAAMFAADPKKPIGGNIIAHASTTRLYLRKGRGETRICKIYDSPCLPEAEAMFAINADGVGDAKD
#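 Test system: preformed human Rad51 ssDNA filaments; also added: Donor/quencher-labelled 47-bp dsDNA substrate; doses: 10 µM final, single point; times: 37 °C 15-min filament assembly, 30-min compound preincubation, 15-min exchange; detection: FRET fluorescence dequenching, excitation 485 nm, emission 520 nm; read-out basis: Fluorescence-based percent inhibition, control- and blank-normalised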
# Cl transport mod: KCC2 (human) Cl- transport modulation. KCC2 cells, thallium flux FluoZin-2 fluorescence. Q9H2X9. B-score of Tl+ flux slope (higher = more flux/activation; lower = inhibition) at 10 µM. AID 1456. hit rate 2.2% among 190,000;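 active = thallium flux slope and its plate-corrected score both differing from the plate sample mean at a set confidence after two filtering rounds, in either direction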;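 note: slope of fluorescence scaled to starting intensity during 10 to 20 s after thallium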
# PERK inh: inhibitors of human PERK kinase; Q9NZJ5; CHO PERK-DD fusion, SEAP luminescence translation reporter; inhibition, % at 5.6 µM; hit rate 0.17% among 220,000; AID 1416;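 active = inhibition above the mean inhibition of all tested compounds plus 3 SD, set separately per screening campaign, cut at about 2.9% in these data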;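 note: PERK kinase domain activated by AP20187 dimerizer at 100 nM; 0% = DMSO with dimerizer and 100% = rapamycin at 8.4 µM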
# m-calpain inh: blocks pig calpain II enzyme activity | purified calpain II, fluorogenic peptide substrate, 30 min | inhibition, % at 16 µM | hit rate 0.37% among 220,000;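 active = inhibition above about 50%, limit read from the data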
# TNF death inh: inhibitors of TNF-alpha induced necroptosis in Jurkat FADD-/- cells; activation (protection from cell death), % at 10 µM; AID 463075; hit rate 0.068% among 220,000; Jurkat FADD-/- TNF necroptosis rescue, ATP luminescence, 24 h; 0 = TNF only, 100 = no-TNF cells;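 active = activation, meaning protection from cell death, of at least 50% relative to plate controls; inactive = activation below 50%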;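 note: necroptosis triggered by 40 ng/mL TNF-alpha added together with compound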
# zVAD death inh: L929 zVAD cell death inhibition; hit rate 0.38% among 220,000; viability rescue, % at 10 µM; L929 zVAD necroptosis rescue, ATP luminescence, 24 h; with zVAD 60 µM;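 active = activation, scaled between plate controls, above about 75%, limit read from the data; inactive = activation under that limit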;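 note: 0% = zVAD with DMSO and 100% = DMSO alone without zVAD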
# EBV gp42 block: EBV gp42 inhibition | Fluorescence polarization binding assay, mP read-out | inhibition, % (tested at 21.74 µM) | hit rate 0.42% among 220,000 | AID 1085; in the data active = inhibition above about 50%
# Target sequence (Q1HVG2 whole entry, looked up): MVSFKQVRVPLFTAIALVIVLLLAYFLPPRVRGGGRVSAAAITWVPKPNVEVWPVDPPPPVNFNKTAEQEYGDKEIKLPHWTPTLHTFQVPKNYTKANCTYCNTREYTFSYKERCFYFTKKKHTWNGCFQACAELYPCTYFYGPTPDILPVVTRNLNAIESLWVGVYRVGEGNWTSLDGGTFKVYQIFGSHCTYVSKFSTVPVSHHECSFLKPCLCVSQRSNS
# eIF4E-4G inh: inhibitors of eIF4E and eIF4G interaction in translation initiation. inhibition, % at 21.7 µM. hit rate 0.37% among 220,000. TR-FRET eIF4E-eIF4GI(517-606) binding, 2 h. AID 782. P63073+Q04637;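 active = inhibition above about 30%, limit read from the data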;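 note: 0% = full FRET control wells and 100% = background wells lacking eIF4GI fragment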
# MDM2 E3 inh: inhibitors of human Mdm2 E3 ubiquitin ligase; cell-based MDM2 ubiquitination luciferase reporter, 2 h; 0 = plate control, 100 = twice control, blank-subtracted; signal enhancement, % at 5 µM; Q00987; hit rate 0.11% among 210,000; AID 1230;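 active = signal enhancement of 30% or more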;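 note: luminescence tracks abundance of the self-degrading MDM2-luciferase fusion protein; higher signal means inhibition of MDM2 E3 ligase activity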
# Target sequence (Q00987 whole entry, looked up, the tested form may be a part): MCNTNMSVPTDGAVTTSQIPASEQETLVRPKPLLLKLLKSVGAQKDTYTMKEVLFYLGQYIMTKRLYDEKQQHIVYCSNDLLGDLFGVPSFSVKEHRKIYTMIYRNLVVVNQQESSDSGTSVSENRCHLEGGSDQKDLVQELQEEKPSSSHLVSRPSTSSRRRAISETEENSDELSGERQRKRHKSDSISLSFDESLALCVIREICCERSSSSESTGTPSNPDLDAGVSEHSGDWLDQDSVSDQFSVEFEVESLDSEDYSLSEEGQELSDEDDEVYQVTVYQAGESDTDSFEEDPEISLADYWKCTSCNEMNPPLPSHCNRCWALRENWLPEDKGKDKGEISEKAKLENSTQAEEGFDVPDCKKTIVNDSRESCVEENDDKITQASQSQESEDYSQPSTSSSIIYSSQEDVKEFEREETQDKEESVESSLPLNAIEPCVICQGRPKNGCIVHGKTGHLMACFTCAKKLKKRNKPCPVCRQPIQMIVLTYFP
#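 Assay system: stable mammalian line carrying autodegrading MDM2–luciferase fusion reporter; amount: 2000 cells seeded into each well; buffer or medium: DMEM; benchmarks: plate control and blank wells; signal: luciferase luminescence; timing: 2 h compound exposure at 37 °C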
# * hit, by the source's call; · = no result given; [ ] = dose if it differs, or a comment.
No.	smiles	Rad51 HR inh	Cl transport mod	PERK inh	m-calpain inh	TNF death inh	zVAD death inh	EBV gp42 block	eIF4E-4G inh	MDM2 E3 inh
1	c1ccc(SCc2nc(-c3cccnc3)no2)cc1	-2	-0.6	0.3	2	11	-0.9	-7	0	-15
2	[O-]/C(=C(\C(=S)NCCN1CCOCC1)[n+]1ccccc1)c1ccc(Cl)s1	-10	-0.92	1.0	-20	0.6	1.7	-6	-2	-41
3	Clc1ccc(-c2nc3ncccn3c2Nc2ccc3c(c2)OCCO3)cc1	3	·	1.8	-3	-5.6	-0.1	-26	-5	-10
4	CC(Sc1nc(-c2ccccc2)nc2c1COC(C)(C)C2)C(=O)N1CCOCC1 (stereo unspecified)	10	-0.015	-0.7	3	2.4	-0.2	-3	3	-5
5	O=C(O)CN1C(=O)C2C3CC(C2C1=O)C1C(c2ccccc2)c2sc(=O)[nH]c2SC31 (stereo unspecified)	-10	0.3	1.3	-2	0.7	-0.1	7	6	-3
6	O=C(O)c1ccc(O)c(O)c1	-5	-0.058	2.1	5	3.8	1.3	-15	2	-8
7	O=C(c1ccncc1)N1CCN(c2ccc3ccccc3n2)CC1	-3	-0.59	0.2	-45	-0.6	1.1	-8	0	-23
8	N#CC(C#N)=c1ccc2c(c1)N1C(c3ccccc3)=CC(c3ccccc3)C3CCCCC31N=2 (stereo unspecified)	-53	0.47	1.4	14	-6.7	-0.2	-20	5	·
9	COc1ccccc1CNCC(=O)Nc1ccc(C(F)(F)F)cc1	5	·	-0.2	10	4.9	1.3	-7	-2	·
10	Cc1ccc(NC(=O)CCC(=O)NNC(=O)c2cccs2)c(C)c1	3	0.6	0.8	-25	-4.7	0.0	-4	12	-22
11	N#CC1(c2ccc(NC(=O)c3ccccc3F)cc2)CCCC1	-4	-0.32	-0.1	40	4.2	-0.9	-5	-8	-32
12	CCCCn1c(CNC(=O)C23CC4CC(CC(C4)C2)C3)nnc1SC(C)CC (stereo unspecified)	-3	-0.27	-0.3	26	0.2	1.5	-11	7	-10

# More results follow.
No.	smiles	Rad51 HR inh	Cl transport mod	PERK inh	m-calpain inh	TNF death inh	zVAD death inh	EBV gp42 block	eIF4E-4G inh	MDM2 E3 inh
13	O=C(O)c1cc(N/N=C/c2ccc(N3CCOCC3)s2)ccc1Cl	6	-0.25	1.4	-1	0.5	0.3	-21	27	-25
14	O=C(CSc1ccc(-c2ccc(F)cc2)nn1)N1CCOCC1	1	-1.1	0.4	6	-0.3	0.5	4	-1	-5
15	CCN(CC)CCN(CC(=O)N(C1CCCCC1)C1CCCCC1)C(=O)c1cccnc1	1	·	0.6	-15	0.2	0.0	-11	-1	-9
16	CC(C)(C)c1ccc(S(=O)(=O)N2CCC(CO)(CC3CCCCO3)CC2)cc1 (stereo unspecified)	-5	-0.44	-0.3	22	1.6	-0.9	-1	-1	-8
17	Cc1cc(C)nc(Nc2n[nH]c(-c3ccccc3N)n2)n1	23	0.27	-0.5	-13	0.2	0.0	-13	4	-43
18	COc1ccc(C2C3=C(CC(C)(C)CC3=O)Oc3ncn(Cc4ccco4)c(=N)c32)cc1 (stereo unspecified)	-4	-0.36	-0.8	-51	-2.1	0.0	-24	-3	-20
19	Cc1c(C)n(C(=O)CN2CCC(C)CC2)c2ccccc12	-13	0.14	0.0	6	0.8	0.0	-11	14	-4
20	C=CCSc1nc2ccccc2c(=O)n1C1CCOC(C)(C)C1 (stereo unspecified)	15	0.23	-0.4	5	1.6	-0.3	-2	0	-11
21	CCC(C)c1ccccc1NC(=O)Cc1coc2cc3c(cc12)CCC3 (stereo unspecified)	-1	2	-0.1	16	0.4	0.2	2	14	-3
22	CCS(=O)(=O)N1Cc2ccccc2CC1C(=O)Nc1nc(C)cs1 (stereo unspecified)	-11	0.25	0.2	31	1.2	1.9	-9	4	2
23	Cn1c(N2CCOCC2)c(/C=N/OC(=O)c2cccnc2Cl)c2ccccc21	-9	-1.1	0.9	4	-3.8	-1.8	4	-2	-5
24	CCCN1C(=O)c2cc(C(=O)Nc3ccccc3C)ccc2C1Nc1ccccc1C (stereo unspecified)	4	-0.13	-1.9	-27	6.1	-0.4	-24	-1	-6

# Following part:
No.	smiles	Rad51 HR inh	Cl transport mod	PERK inh	m-calpain inh	TNF death inh	zVAD death inh	EBV gp42 block	eIF4E-4G inh	MDM2 E3 inh
25	Cc1cc2ccccc2c(=O)n1CC(=O)NCC(=O)N1CCCC1	3	·	0.2	-10	-0.2	-0.6	-10	6	7
26	CCN1CCN(CCCOc2ccc(Cl)cc2Br)CC1	-3	0.92	-0.5	20	3.1	0.9	-3	1	-8
27	O=C(Nc1ccccc1SCC1CSc2nc3ccccc3c(=O)n21)c1cccc(Cl)c1 (stereo unspecified)	-4	-0.79	-1.0	13	-10	-0.3	-1	-5	-6
28	CC1COc2ccccc2N1C(=O)c1ccc(Cl)nc1 (stereo unspecified)	-43	-0.5	0.4	27	1.5	1.9	-6	3	-5
29	Cc1[nH]n(-c2ccccc2)c(=O)c1CCO	·	0.0093	1.6	4	0.5	-0.5	-4	4	-17
30	COc1ccc(OC)c(NC(=O)CC(NCCC2=CCCCC2)C(=O)O)c1 (stereo unspecified)	-6	-0.47	0.8	-10	-2.1	0.4	-4	3	3
31	c1ccc(CCNc2nnnn2-c2ccccc2)cc1	4	0.23	2.3	-12	-0.8	-0.1	-8	-6	-7
32	CS(=O)(=O)c1ccc(Sc2nc3ccccc3[nH]2)c([N+](=O)[O-])c1	-11	-0.36	-0.6	18	-4.9	-0.7	-13	6	5
33	O=C(CSc1nc2ccc(Cl)cc2[nH]1)NCCc1ccccc1	2	-1.6	-0.2	-1	1.8	0.8	18	8	-10
34	CCN(CC)CCNc1ccc(CO)c2sc3ccccc3c(=O)c12	-6	-0.12	-2.3	5	-16	57	-6	4	·
35	CC(C)(C)C(=O)Nc1nc2c(s1)COc1ccccc1-2	6	-1.1	0.2	-31	0.2	1.0	0	-6	-25
36	Cc1ccc(-n2c(C)cc(/C=N\NC(=O)CC(=O)NC(C)C)c2C)cc1	-3	-1.5	2.3	6	0.9	0.2	-12	-2[fluorescence artefact?]	-5

# An excerpt from above in order of count of non-hydrogen atoms, smallest number first:
No.	smiles	Rad51 HR inh	Cl transport mod	PERK inh	m-calpain inh	TNF death inh	zVAD death inh	EBV gp42 block	eIF4E-4G inh	MDM2 E3 inh
29	Cc1[nH]n(-c2ccccc2)c(=O)c1CCO	·	0.0093	1.6	4	0.5	-0.5	-4	4	-17
28	CC1COc2ccccc2N1C(=O)c1ccc(Cl)nc1 (stereo unspecified)	-43	-0.5	0.4	27	1.5	1.9	-6	3	-5
33	O=C(CSc1nc2ccc(Cl)cc2[nH]1)NCCc1ccccc1	2	-1.6	-0.2	-1	1.8	0.8	18	8	-10
25	Cc1cc2ccccc2c(=O)n1CC(=O)NCC(=O)N1CCCC1	3	·	0.2	-10	-0.2	-0.6	-10	6	7
34	CCN(CC)CCNc1ccc(CO)c2sc3ccccc3c(=O)c12	-6	-0.12	-2.3	5	-16	57	-6	4	·
36	Cc1ccc(-n2c(C)cc(/C=N\NC(=O)CC(=O)NC(C)C)c2C)cc1	-3	-1.5	2.3	6	0.9	0.2	-12	-2[fluorescence artefact?]	-5
30	COc1ccc(OC)c(NC(=O)CC(NCCC2=CCCCC2)C(=O)O)c1 (stereo unspecified)	-6	-0.47	0.8	-10	-2.1	0.4	-4	3	3
27	O=C(Nc1ccccc1SCC1CSc2nc3ccccc3c(=O)n21)c1cccc(Cl)c1 (stereo unspecified)	-4	-0.79	-1.0	13	-10	-0.3	-1	-5	-6

# Next part.
No.	smiles	Rad51 HR inh	Cl transport mod	PERK inh	m-calpain inh	TNF death inh	zVAD death inh	EBV gp42 block	eIF4E-4G inh	MDM2 E3 inh
37	COc1cccc(N2CCN(S(=O)(=O)c3ccc4nc(-c5ccccc5)[nH]c4c3)CC2)c1	-2	9.1*	-1.7	-59	2.0	1.4	1	-26	-8
38	CC(=O)OCCN1C(=O)c2cccnc2C1=O	-1	0.26	1.5	-10	0.2	-0.3	-26	-8	2
39	CCN(CC)CC(O)COc1ccccc1C(=O)CCc1ccccc1 (stereo unspecified)	7	·	-0.2	·	0.9	-0.2	·	·	·
40	CCN(C(=O)COC(=O)c1c(NC(C)=O)sc(C)c1C)C1CCS(=O)(=O)C1 (stereo unspecified)	0	0.26	-0.8	22	2.2	2.5	-6	4	-14
41	O=C(O)c1cc(S(=O)(=O)O)ccc1O	11	-0.35	1.5	-9	-1.1	-0.1	-4	-4	-15
42	O=C(NC1CCCCC1)N1CCc2ccccc21	11	-0.9	0.3	6	1.3	0.0	-17	0	-26
43	CC(C)C(=O)Nc1ccc(NC(=O)c2cccc(F)c2)cn1	-11	-0.84	-0.1	-24	0.9	16	-10	0	-5
44	O=C(O)c1ccc2c(c1)C(=O)/C(=C\c1ccco1)C2=O	-50	-0.72	0.8	-7	0.1	-0.8	12	7	-12
45	O=C1CNC(=S)N1c1nc2ccccc2s1	·	5.3*	0.9	-5	3.0	-0.8	-5	-5	-1
46	Cc1ccc(S(=O)(=O)c2nc(NC3CCS(=O)(=O)C3)sc2Cl)cc1 (stereo unspecified)	10	0.56	0.5	12	-2.1	0.4	-7	4	-4
47	Cc1cc(C)n2cc(CSCc3ccco3)nc2n1	2	·	1.6	-48	-1.8	-0.2	1	6	2
48	Cc1onc(-c2c(Cl)cccc2Cl)c1C(=O)NC(C)(C)CO	2	0.2	0.2	-1	-2.2	0.0	-13	-6	-13

# (more compounds)
No.	smiles	Rad51 HR inh	Cl transport mod	PERK inh	m-calpain inh	TNF death inh	zVAD death inh	EBV gp42 block	eIF4E-4G inh	MDM2 E3 inh
49	Cc1ccc2c(C(=O)CNc3nncs3)c(C)[nH]c2c1	13	0.17	1.9	2	11	0.9	-11	4	-1
50	COc1ccccc1NS(=O)(=O)c1cccc(NC(=O)Cc2cccs2)c1	1	0.42	0.1	41	0.4	0.4	-13	-3	-1
51	O=C(CCC(=O)N(CC(=O)NC1CCCC1)Cc1cccs1)Nc1nccs1	6	-0.052	0.3	-20	-1.1	-0.5	-13	2	0
52	O=[N+]([O-])c1ccc(NCCCN2CCOCC2)c(Cl)c1	·	·	0.3	-1	-0.1	-0.3	-9	12	-10
53	Cc1cnc(C)c(N2CCC(C(=O)NCc3cccs3)CC2)n1	2	·	-0.6	10	0.7	0.8	6	-3	-2
54	COCCN(CCOC)S(=O)(=O)c1ccc(C(=O)Nc2nnc(COC)o2)cc1	·	-0.23	1.6	-9	0.6	-0.2	-7	1	-2
55	COc1ccc(Cl)cc1S(=O)(=O)n1cnc2ccccc21	1	-0.31	0.1	2	-6.7	0.7	6	1	-15
56	COc1ccc(OC)c(Nc2nc(-c3sc(NC(=O)C(C)(C)C)nc3C)cs2)c1	-8	0.72	-1.2	-5	-9.3	19	-3	2	-19
57	CN1CCN(NC(=S)NC2CCCCC2)CC1	3	-0.47	0.5	21	2.6	0.5	-13	2	-13
58	Cn1c(Cn2c(=O)sc3ccccc32)nnc1SCC(=O)N1CCN(c2ccccc2)CC1	·	0.6	-0.2	-8	0.0	0.4	-18	1[fluorescence artefact?]	-3
59	CN(C)/C=C(\c1cnc(Cl)s1)S(=O)(=O)c1ccccc1	8	-0.86	0.7	17	-0.2	1.9	-11	0	-16
60	OCC(O)C(O)C(O)C(O)C1NCCS1 (stereo unspecified)	-4	0.069	2.1	-25	0.3	0.3	-15	0[fluorescence artefact?]	-13

# The order is random. About 3.6% of those tested had a hit in this group.
